S-ASM inh = blocks human secretory acid sphingomyelinase | P17405 | placental ASM, HMU-PC fluorogenic substrate, 60 min | Potency, µM (top dose mostly 57.5 µM), for inactives: top-dose activity change, negative = inhibition, usual class: inhibitors | actives 0.006% (n = 340,000) | AID 504937; note: potency is the fitted concentration of half-maximal effect
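Fluorescence read-out (Ex 386 nm, Em 447 nm) after stopping the reaction at pH 10. Enzyme: ASM from human placenta; substrate HMU-PC0, 9 uM final; 60 min, 37 °C. Compound preincubation 10 min, ambient temperature.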
MBNL1-CUG inh = blocks human MBNL1 binding to CUG repeat RNA. Q9NR56. TR-FRET MBNL1-His/biotin-(CUG)12 binding, 665/545 ratio. Potency, µM (highest dose often 57.5 µM), without a hit: at the top dose activity change, negative = inhibition, actives largely listed as inhibitors. actives 0.036% (n = 280,000); active = well fitted inhibition curve with a large enough effect in the signal ratio, with a control signal flat, not every such curve was filed as active; inconclusive = small, poorly fitted or top-dose-only effect, or effect the other way, or a change in a side signal; inactive = no such curve, though single readings can be large or run the other way; the % refers to the signal ratio; note: potency is the fitted concentration of half-maximal effect; % is set by controls: 0 for no effect and ±100 for the full control effect
Target sequence (Q9NR56 whole entry, looked up): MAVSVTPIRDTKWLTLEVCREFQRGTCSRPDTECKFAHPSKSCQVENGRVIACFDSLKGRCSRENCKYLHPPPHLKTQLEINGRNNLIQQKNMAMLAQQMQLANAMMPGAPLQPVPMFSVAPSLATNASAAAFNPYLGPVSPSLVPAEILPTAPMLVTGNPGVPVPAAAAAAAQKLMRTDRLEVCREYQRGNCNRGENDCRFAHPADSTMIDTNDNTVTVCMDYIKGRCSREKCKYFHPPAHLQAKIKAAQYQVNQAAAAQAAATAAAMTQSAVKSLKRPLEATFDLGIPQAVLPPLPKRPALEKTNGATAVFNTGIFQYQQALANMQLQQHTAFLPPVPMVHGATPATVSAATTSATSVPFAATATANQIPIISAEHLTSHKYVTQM
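Compounds (final 92 nM to 58 uM) are added to His-tagged MBNL1 and biotin-(CUG)12, then terbium anti-His antibody and streptavidin-XL665 (5 nM final). After 60 min at room temperature, the 665/545 nm ratio is read.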
Coupling enz = coupling enzyme interference in Giardia aldolase counter-screen; activity change, negative = inhibition, % at 58.2 µM, hits read low; actives 0.67% (n = 290,000); coupling enzyme system counterscreen, AmpLite Red fluorescence; in the data active = activity change below about -30%; note: % is set by controls: 0 for no effect and ±100 for the full control effect
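Fluorescence at 525 nm excitation and 598 nm emission measured inhibition of the coupled detection system without aldolase. Compounds (at 57.5 uM final) were preincubated 10 min at room temperature with coupling enzyme reagent before a 20 min substrate/AmpLite Red step.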
a7 integrin act = activates integrin-mediated alleviation for muscular dystrophy | alpha7betagal myoblasts, beta-gal FDG fluorescence, 48 h | Potency, µM (doses to about 38.3 µM), for inactives: top-dose activation, most hits filed as activators | actives 0.064% (n = 350,000) | AID 624291;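 note: potency is the fitted concentration of half-maximal effect; 100% = response of the positive control SU9516; nearly all actives have a fitted effect of over 60% in size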
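alpha7betagal+/- myoblasts (passage 13, 250/well) treated 48 h at 37C with compounds at 1:260 dilution of DMSO stock. Lysed, then beta-galactosidase activity read as FDG fluorescence (ex 480/em 540) after 30 min, with pre-read for autofluorescence.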
KCNH2 3.1 block = inhibitors of human KCNH2 3.1 potassium channel isoform; U2OS KCNH2 3.1, thallium flux FluxOr; hits give low values; activity change, % (tested at about 1.8 µM); actives 0.95% (n = 340,000); AID 720553;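 active = maximum activity change below -70%; inconclusive = maximum activity change from -70% to -50%; inactive = maximum activity change above -50%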;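 note: thallium influx rate constant from kinetic fluorescence after stimulation buffer; % is set by controls: 0 for no effect and ±100 for the full control effect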
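Thallium flux read-out: FluxOr dye with Red40 quencher in HBSS/HEPES, 45 min at RT. Rate constants from kinetic reads were normalized to positive and negative DMSO controls. Cells: U2OS virally expressing the 3.1 isoform.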
A-T KAP1 phos = potential ataxia-telangiectasia treatments restoring KAP-1 phosphorylation; […] A-T fibroblasts, KAP-1 phosphorylation AlphaLISA; neocarzinostatin DNA damage 30 min before lysis; Potency, µM (top dose mostly 57.5 µM), without a hit: top-dose activation, usual class: activators; actives 0.19% (n = 320,000); AID 485349; note: potency is the fitted concentration of half-maximal effect; % of control where 0% means no effect; nearly all actives have a fitted effect of over 45% in size
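ATM-like activity read as KAP-1 phosphorylation via AlphaLISA donor/acceptor antibody pairs after lysis and 6 hr at 25C. Cells were ATM-null patient fibroblasts ([…], hTERT), dosed 60 min, then exposed to the DSB inducer NCS for 30 min.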
MLL CXXC-DNA inh = MLL CXXC-DNA interaction inhibition; Q03164; MLL-CXXC / FITC-HOXA9 DNA fluorescence polarization; Potency, µM (top dose mostly 115 µM), without a hit: top-dose activity change, negative = inhibition, most hits filed as inhibitors; actives 0.037% (n = 290,000); AID 2662; active = well fitted inhibition curve with a large enough effect in the polarisation, with a control signal flat, not every such curve was filed as active; inconclusive = small, poorly fitted or top-dose-only effect, or effect the other way, or a change in a side signal; inactive = no such curve, though single readings can be large or run the other way; the % refers to the polarisation; note: potency is the fitted concentration of half-maximal effect
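Fluorescence polarization: 7 uM MLL-CXXC (stock) preincubated 5 min with compounds, then 50 nM fluorescein-HOX-A9 DNA (stock) added; 30 min ambient. Buffer 50 mM Tris-HCl pH 7.5, 50 mM NaCl, 1 mM DTT, 0.05% BSA.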
TRPV1 ag = activates the human vanilloid receptor TRPV1; Q8NER1; TRPV1-expressing cells, Fluo-8 calcium influx, agonist mode; activation, % at 8.33 µM; actives 0.19% (n = 320,000); in the data active = activation above about 80%; inconclusive = between about 30% and that limit; note: 0% is about no effect
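Fluo-8 calcium influx in TRPV1-expressing cells, kinetic read (ex 480/em 520 nm). Compound added and read 3 min for agonist activity, followed by capsaicin at EC20 final and 2 min further read for enhancement.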
hERG WT inh = blocks the wildtype human KCNH2 potassium channel. Q12809. U2OS, BacMam KCNH2, thallium flux FluxOr; hits give low values. activity change, % at 1.84 µM. actives 0.37% (n = 340,000);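 active = maximum activity change below -70%; inconclusive = maximum activity change between -70% and -50%; inactive = maximum activity change above -50%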; note: % is set by controls: 0 for no effect and ±100 for the full control effect
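U2OS cells were transduced with wild-type KCNH2 virus (2.03 x 10^8 / mL) for 4 h at room temperature, then cultured overnight at 37 C. Thallium flux was read with FluxOr dye. Rate constants were normalized to DMSO controls.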
GALK inhibitor = galactokinase (human) inhibition. P51570. Purified GALK, Kinase-Glo residual ATP luminescence. Potency, µM (series often up to 57.5 µM), for the others: top-dose activity change, negative = inhibition, hits mostly inhibitors. actives 0.007% (n = 270,000); note: potency is the fitted concentration of half-maximal effect; % is set by controls: 0 for no effect and ±100 for the full control effect
Target sequence (P51570 whole entry, looked up): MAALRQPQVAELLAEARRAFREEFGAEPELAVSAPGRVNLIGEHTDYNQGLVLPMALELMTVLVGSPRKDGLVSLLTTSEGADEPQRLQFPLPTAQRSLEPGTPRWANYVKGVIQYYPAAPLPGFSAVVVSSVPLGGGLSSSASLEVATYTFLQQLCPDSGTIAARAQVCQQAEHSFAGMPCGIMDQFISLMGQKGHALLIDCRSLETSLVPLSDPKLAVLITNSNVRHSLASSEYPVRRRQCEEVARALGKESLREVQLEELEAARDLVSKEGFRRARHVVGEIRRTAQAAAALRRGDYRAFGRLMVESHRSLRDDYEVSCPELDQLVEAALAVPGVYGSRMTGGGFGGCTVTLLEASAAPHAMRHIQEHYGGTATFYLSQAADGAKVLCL
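ATP-depletion format; final 35 uM ATP, 100 uM D-galactose, 5 nM enzyme; pH 8.0 HEPES/Mg2+ buffer; 60 min RT; luminescence read 10 min after detection reagent.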
* marks the source's active call; other numbers are inactive results; u = inconclusive; x = no result given; [ ] = dose if it differs, or a comment. Unless noted, calls come from the whole dose curve; as a rule, active = well fitted curve in the direction sought with a large enough effect; inconclusive = small, poorly fitted or top-dose-only effect, or another doubt; inactive = no such curve, though single readings can be large; an effect the other way counts as inactive or inconclusive. This is a random part of the collection. About 2% of those tested had a hit in this group.

Below each compound: S-ASM inh	MBNL1-CUG inh	Coupling enz	a7 integrin act	KCNH2 3.1 block	A-T KAP1 phos	MLL CXXC-DNA inh	TRPV1 ag	hERG WT inh	GALK inhibitor
O=C(NC1CCCC1)C(c1ccncc1)N(C(=O)c1ccco1)c1ccc(Cl)cc1 (configuration not stated)
→ -1%	-18%	6	-22%	1	6%	-1%	-1	-11	-8%
COCCNC(=O)Cn1nc(-c2ccccc2F)ccc1=O
→ 0%	7%	-1	22%	u	1%	1%	-2	73	x
COc1cccc(CC(=O)OC(C)C(=O)Nc2ccc(Cl)cn2)c1 (configuration not stated)
→ -1%	x	x	7%	10	11%	x	28	-6	x
Cc1ccc(/C=C/C(=O)Nc2nn[nH]n2)o1
→ 2%	15%	-2	3%	3	-3%	11%	2	0	0%
CC(=O)N1CCc2[nH]c3ccccc3c2C1
→ 8%	3%	2	u	-16	5%	-9%	-1	-3	2%
Cc1ccc(S(=O)(=O)NNC(=O)CC#N)cc1
→ -5%	-3%	4	26%	17	-5%	4%	-4	12	4%
Cc1cnc(C(=O)OCC(=O)N(Cc2ccccc2)C(C)(C)C)cn1
→ 0%	x	x	17%	2	20%	x	x	0	x
Cc1ccc(-c2ccc(/C=N/c3ncn[nH]3)o2)cc1Cl
→ 4%	u	-4	-1%	20	-4%	16%	0	28	-5%
Nc1nc(NC(=O)C(Cl)(Cl)Cl)nn1-c1ccccc1
→ 3%	1%	4	26%	-5	4%	-8%	-6	-1	2%
Cc1ccc(-c2nc3cc(Cl)ccc3o2)cc1
→ 3%	11%	1	7%	13	-4%	-5%	3	11	1%
Cc1nn(CC(=O)N2CCOCC2)c(=O)c2nn(-c3ccccc3)c(C)c12
→ 2%	-1%	0	5%	13	-10%	2%	8	-9	5%
CCCCOP(=O)(c1ccc(N(C)C)cc1)C(O)c1ccncc1 (configuration not stated)
→ 5%	7%	3	13%	23	0%	15%	0	2	1%
COc1cccc(NC(=O)CNC(C)CCC(C)C)c1 (configuration not stated)
→ -1%	0%	0	-11%	-14	12%	8%	16	13	3%
O=C(COc1ccccc1[N+](=O)[O-])c1ccccc1
→ 0%	u	-7	0%	-6	-10%	-2%	-2	-3	0%
N#Cc1ccc(OCc2nnc(-c3ccc([N+](=O)[O-])cc3)o2)cc1
→ -3%	u	-2	-3%	5	3%	7%	-4	-15	-5%
CC(CN1C(C)CCCC1C)OC(=O)c1ccccc1Cl (configuration not stated)
→ -1%	-4%	3	-2%	-4	1%	33%[activator]	3	2	0%
Cc1cccc(OCC(=O)Nc2ccccc2C(=O)N2CCOCC2)c1
→ 4%	5%	2	-6%	8	-14%	-3%	6	12	3%
O=[N+]([O-])C(=C1SCCS1)C(=C(Cl)Cl)N1CCCCC1
→ -9%	0%	5	0%	1	1%	0%	17	-2	-1%
Cn1c(=O)c2c(-c3ccc(C(C)(C)C)cc3)n(N3CCOCC3)cc2n(C)c1=O
→ -2%	4%	1	-13%	-12	11%	4%	4	10	3%
O=C(c1ccccc1)N1CCN(C(=O)N2CCOCC2)CC1
→ 4%	2%	3	-4%	10	2%	3%	-1	3	1%
O=C(CC1Sc2ccccc2NC1=O)NNc1cc(Cl)ccc1Cl (configuration not stated)
→ 0%	x	x	-31%	-1	x	x	x	-6	x
O=C(C=Cc1cccc(O)c1)c1ccccc1O
→ -6%	x	x	-20%	-21	x	x	x	-3	x
COC(=O)c1ccc2c(=O)n(CC3CCCO3)c(=S)[nH]c2c1 (configuration not stated)
→ 0%	-4%	-4	4%	4	-8%	-2%	-2	-4	0%
Cc1cc(C)c(Cn2ncn(-c3ccc(Br)cc3)c2=O)c(C)c1
→ 0%	1%	1	9%	11	0%	0%	u	-6	-1%
O=C(O)COc1cccc2nsnc12
→ 23%	u	1	-2%	-5	0%	-9%	-2	-3	0%
CC1=CC(=C(C#N)C#N)C=C(C)N1CCN1CCN(C(=O)Nc2cccc(Cl)c2)CC1
→ -1%	x	0	-22%	-18	-2%	14%	-2	4	0%
COc1ccc(-c2c(C)nn(-c3ccccc3)c2N)cc1
→ 1%	4%	2	-18%	-1	-1%	18%	22	14	3%
OC(c1ccccc1)C(Nc1ccccn1)c1ccccc1 (configuration not stated)
→ 1%	x	x	11%	1	x	x	x	7	x
Cn1c(=O)c2[nH]c(N3CCCCC3)nc2n(C)c1=O
→ -2%	-7%	3	-28%	-31	1%	-8%	-1	-9	0%
COc1cccc(/C(O)=C2/C(=O)C(=O)N(Cc3cccnc3)C2c2ccco2)c1 (configuration not stated)
→ -1%	19%	6	9%	-7	2%	1%	-2	-3	-1%
COc1cc(NC(=O)CN2CCN(Cc3ccc4c(c3)OCO4)CC2)cc(OC)c1
→ -2%	-11%	-5	-22%	5	5%	-4%	-2	8	-3%
Cc1nnc(NC(=O)C(c2ccccc2)c2ccccc2)s1
→ -2%	1%	-3	3%	15	-8%	-6%	-2	7	13%
NS(=O)(=O)c1ccc(CNC(=O)c2ccccc2SCC(=O)N2CCCC2)cc1
→ 14%	x	x	19%	1	19%	x	1	3	x
CCOC(=O)C1(Cc2ccc(OC)cc2)CCN(C(=O)c2cc3ccccc3[nH]2)CC1
→ -12%	4%	-8	21%	-18	-1%	-3%	1	0	-3%
CC(=O)NNC(=S)NC(=O)C(c1ccccc1)c1ccccc1
→ 5%	25%	1	-7%	2	-1%	-11%	-2	2	5%
CN(C(=O)c1ccc(OC2CCN(S(=O)(=O)N(C)C)CC2)cc1)C1CCCCC1
→ 2%	-9%	-1	-43%	8	-2%	9%	4	-2	10%
Cc1cccc(N2CCN(C(=O)c3ccc(N4CCCC4=O)cc3)CC2)c1C
→ 3%	-7%	0	14%	-4	3%	-2%	0	1	2%
CC(=O)NNC(=S)NCCc1ccccc1
→ 3%	4%	1	-1%	13	0%	-4%	4	10	12%
CCCCOC(=O)Nc1nnc(COc2ccccc2)s1
→ 5%	-1%	-1	5%	-44	-1%	-1%	3	-27	3%
O=C(CN(c1cccc([N+](=O)[O-])c1)S(=O)(=O)c1ccccc1)N1CCCCC1
→ -3%	u	0	0%	-6	10%	6%	1	9	-5%
COC(=O)C(CCSC)NC(=O)Cn1ncc2c(=O)oc3ccc(C)cc3c21 (configuration not stated)
→ 4%	-4%	3	-3%	6	2%	-3%	4	-2	1%
O=C(C(=O)c1cc(Br)ccc1O)c1cc(Br)ccc1O
→ -6%	x	x	-67%[inhibitor]	-12	x	x	x	-11	x
O=C(Nc1ccc2c(c1)OCO2)c1ccc(COc2ccc3c(c2)CCC3)o1
→ -18%	8%	-4	-19%	1	7%	-5%	11	1	3%
Cc1cccc(C)c1NC(=O)COC(=O)C1Cc2ccccc2CN1C(=O)c1ccccc1 (configuration not stated)
→ -1%	2%	0	15%	-3	4%	3%	-2	-25	0%
C=CCn1c(=O)c(C(=O)NC(C)c2ccccc2)c(O)c2ccccc21 (configuration not stated)
→ -6%	0%	-1	-22%	0	11%	-2%	4	-2	1%
COc1ccc(C(=O)Oc2ccc(F)cc2C(=O)/C=C/c2ccc(OC)c(OC)c2)cc1
→ 13%	x	-2	17%	-2	5%	40%[activator]	2	1	1%
Cc1ccnc2nc(C(=O)OCC(=O)c3c[nH]c4ccccc34)nn12
→ 9%	x	0	0%	22	5%	9%	4	1	1%
COc1cc(/C=N/NC(=O)c2cc(-c3ccccc3OC(C)C)nc3ccccc23)ccc1O
→ -24%	-9%	-5	u	-5	-1%	11%	-1	-2	3%
COc1ccc(NC(=O)c2oc3ccc(S(=O)(=O)N4CCOCC4)cc3c2C)c(OC)c1
→ 210%[activator]	x	x	4%	0	x	x	x	-13	x

Just MBNL1-CUG inh, hERG WT inh and S-ASM inh, for some of the entries so far:
molecule | MBNL1-CUG inh | hERG WT inh | S-ASM inh
Cc1nnc(NC(=O)C(c2ccccc2)c2ccccc2)s1 | 1% | 7 | -2%
COCCNC(=O)Cn1nc(-c2ccccc2F)ccc1=O | 7% | 73 | 0%
O=C(C=Cc1cccc(O)c1)c1ccccc1O | x | -3 | -6%
Cc1cnc(C(=O)OCC(=O)N(Cc2ccccc2)C(C)(C)C)cn1 | x | 0 | 0%
COc1ccc(NC(=O)c2oc3ccc(S(=O)(=O)N4CCOCC4)cc3c2C)c(OC)c1 | x | -13 | 210%[activator]

Screens (PubChem)
